PP1 inh – counter-screen for PP5 inhibitors: inhibitors of human PP1-alpha. P62136. purified PP1alpha, OMFP fluorescence. inhibition, % at 6.7 µM. actives 0.9% (n = 320,000). AID 2235;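 active means inhibition above the mean inhibition of all tested compounds plus 3 SD, computed separately for each screening campaign, cut at about 15% in these data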
PP5 inh – blocks human protein phosphatase 5 activity. purified PP5c, OMFP substrate fluorescence. inhibition, % at 6.7 µM. actives 0.18% (n = 320,000). P53041;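 active means inhibition above the campaign's mean inhibition across all tested compounds plus 3 SD, cut at about 9.5% in these data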;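 further: 0% = DMSO only and 100% = 100 µM cantharidin control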
Target sequence (P53041 whole entry, looked up): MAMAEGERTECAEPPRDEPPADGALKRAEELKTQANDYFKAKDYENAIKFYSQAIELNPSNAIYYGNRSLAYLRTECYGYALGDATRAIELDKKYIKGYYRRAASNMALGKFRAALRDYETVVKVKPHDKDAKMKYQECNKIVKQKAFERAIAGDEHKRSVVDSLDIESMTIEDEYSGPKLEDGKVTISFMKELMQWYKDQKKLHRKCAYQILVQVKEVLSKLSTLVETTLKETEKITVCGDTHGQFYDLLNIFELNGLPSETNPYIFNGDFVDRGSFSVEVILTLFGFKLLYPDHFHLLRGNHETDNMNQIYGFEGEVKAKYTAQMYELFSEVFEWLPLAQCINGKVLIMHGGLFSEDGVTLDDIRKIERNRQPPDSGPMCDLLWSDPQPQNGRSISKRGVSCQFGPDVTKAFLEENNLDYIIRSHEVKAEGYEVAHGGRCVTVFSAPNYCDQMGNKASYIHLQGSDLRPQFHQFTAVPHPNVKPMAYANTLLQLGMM
Efflux pump inh – inhibitors of Candida antifungal efflux pumps expressed in yeast; S. cerevisiae Candida pump triplex, Nile Red efflux; inhibition, % at 10 µM; actives 0.44% (n = 330,000);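 active means plate passing quality check with inhibition over a set limit, or well fluorescence over plate mean plus 4 SD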;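 further: Nile Red retained in pooled yeast measured as flow cytometry median fluorescence; 0% = buffer negative control and 100% = Enniatin B positive control; higher means more Nile Red kept so more efflux inhibition; some compounds called inactive have numbers as strong as hits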
TPT1 inh – inhibitors of Candida albicans tRNA 2'-phosphotransferase TPT1; inhibition, % at 5 µM; recombinant caTPT1, FP RNA substrate dephosphorylation; actives 0.81% (n = 300,000);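 active means inhibition above the mean of all tested compounds plus 3 SD, set per screening campaign, cut at about 24% in these data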;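 further: plate controls were DMSO alone for no effect and ferristatin control at 100 nM for full effect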
procasp3 activ – procaspase-3 (human) activation | activation, % at 8.5 µM | AID 463141 | P42574 | recombinant procaspase-3 D3A, Ac-DEVD-pNA absorbance 405 nm | actives 0.11% (n = 330,000);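 active means activation above the mean of all tested compounds plus 3 SD, cut at about 21% in these data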;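 further: 0% = DMSO alone and 100% = DMSO wells spiked with extra 5 µM PC-3 D3A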
Target sequence (P42574 whole entry D9A/D28A/D175A): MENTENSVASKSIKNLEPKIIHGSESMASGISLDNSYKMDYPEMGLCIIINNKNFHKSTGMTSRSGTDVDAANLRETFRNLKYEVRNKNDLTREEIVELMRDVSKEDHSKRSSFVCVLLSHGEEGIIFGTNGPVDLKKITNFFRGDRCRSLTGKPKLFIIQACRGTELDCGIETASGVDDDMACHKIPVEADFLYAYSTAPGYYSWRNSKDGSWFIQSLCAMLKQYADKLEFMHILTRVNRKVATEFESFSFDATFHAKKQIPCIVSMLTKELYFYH
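Assay system: Procaspase-3 D3A mutant, all three cleavage aspartates alanine. Buffer or medium: Zinc-free HEPES saline buffer with Triton X-100. Times: 1 h compound preincubation, 2 h substrate hydrolysis at 25 °C. Measured by: 405 nm absorbance of p-nitroaniline, reads at 0 and 120 min. Read-out basis: percent activation relative to control range. Replicates: singlicate.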
CTSL1 counter – blocks F. hepatica cathepsin L1 in PFM18AAP counter-screen. recombinant F. hepatica cathepsin L1, Z-Leu-Arg-MCA fluorescence. inhibition, % at 5.96 µM. AID 1906. actives 0.49% (n = 300,000);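 active means inhibition above the mean of all tested compounds plus 3 SD, set per screening campaign, cut at about 17% in these data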;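 further: 0% = plate median of test compound wells and 100% = 1 µM Z-Phe-Ala-diazomethylketone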
procasp7 counter – counter-screen: procaspase-7 (human) activation; P55210; recombinant procaspase-7, Ac-DEVD-pNA absorbance 405 nm; D23A/D198A/D206A triple mutant, cannot self-cleave; scale: DMSO 0, 5 µM enzyme 100; activation, % at 8.5 µM; actives 0.093% (n = 330,000); AID 463210;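 active means percent activation above the screen-wide mean plus 3 SD, cut at about 25% in these data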
Target sequence (P55210 whole entry D23A/D198A/D206A): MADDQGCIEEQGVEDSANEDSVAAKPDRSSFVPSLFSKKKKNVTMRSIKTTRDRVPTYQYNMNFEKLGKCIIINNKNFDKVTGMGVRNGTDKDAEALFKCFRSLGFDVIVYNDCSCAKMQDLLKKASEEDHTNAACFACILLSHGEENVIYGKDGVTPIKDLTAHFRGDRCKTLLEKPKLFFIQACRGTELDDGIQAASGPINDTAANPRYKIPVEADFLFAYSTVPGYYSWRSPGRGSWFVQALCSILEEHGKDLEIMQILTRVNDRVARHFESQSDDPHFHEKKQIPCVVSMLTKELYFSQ
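System: Uncleavable procaspase-7 mutant enzyme; Amount: 2 µM procaspase-7 mutant as dispensed; Schedule: 1 h compound preincubation, 2 h substrate cleavage, 25 °C; Measured by: 405 nm absorbance of p-nitroaniline; Evaluation: percent activation from buffer-corrected 0–120 min absorbance change; Control set: low DMSO alone, high DMSO plus 5 µM PC-7.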
GASC-1 inh – blocks human GASC-1 demethylase activity | GST-JMJD2C(1-420) H3K9me3 demethylation, DELFIA europium | inhibition, % at 2.35 µM | actives 0.069% (n = 330,000);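 active means more than half of a compound's replicate wells show inhibition beyond 50%, single wells judged on their own value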;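 further: signal counts dimethyl H3K9 product captured on neutravidin plate; 0% = median of DMSO wells and 100% = 0.3 times that DMSO median; strong numbers were not always called active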
HCV core dimer – blocks dimerization of HCV core protein; TR-FRET GST/Flag-core106 dimerization, 1536-well; inhibition, % at 5 µM; actives 0.33% (n = 300,000); AID 1899;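 active means inhibition above the mean of all tested compounds plus 3 SD, set per screening campaign, cut at about 45% in these data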
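Assay system: GST-tagged and Flag-tagged HCV core protein residues 1-106 / Times: compound-protein-antibody incubation 4 h at 22.5 °C / Signal: time-resolved FRET, ex 340 nm, em 617 and 671 nm / Evaluation: % inhibition based on acceptor/donor emission ratio / Benchmarks: wells lacking GST-core106 and wells with excess unlabelled core106 / Repeats: singlicate, one well per compound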
* hit, by the source's call; / = not tested or not shown.

compound	PP1 inh	PP5 inh	Efflux pump inh	TPT1 inh	procasp3 activ	CTSL1 counter	procasp7 counter	GASC-1 inh	HCV core dimer
CCCCCN(C(=O)COC(=O)CSc1ccc([N+](=O)[O-])cc1)c1c(N)n(CCCC)c(=O)[nH]c1=O	-3	1.0	-0.2	0	9	-2	-5	10	1
O=C(CNC(=S)NC(=O)c1cccs1)c1ccccc1	1	-2.1	0.1	8	-9	-2	-13	-3	1
Cc1cc(C)c(-c2c(O)c3cccc4c3n(c2=O)CCC4)c(C)c1	-4	3.7	0.2	0	-10	0	-3	-4	-4
CCN(CC)S(=O)(=O)c1ccc(C)c(NC(=O)CN2CCN(Cc3ccccc3)CC2)c1	-2	1.3	0.4	-3	2	4	2	2	-4
CCCc1[nH]nc2c1C(c1ccc(OC(=O)N3CCOCC3)c(OC)c1)C(C#N)=C(N)O2 (stereo not given)	-3	0.4	0.0	1	5	-4	17	-7	4
FC(F)(F)c1ccc2c(c1)n(Cc1ccccc1)c1[n+]2CCCCC1	0	0.5	0.2	9	-4	1	-3	-20	0
CN(C)c1nc(OCCOC(=O)Nc2ccc(Cl)cc2Cl)nc(N(C)C)n1	-1	3.2	0.0	1	0	-1	2	-23	-1
O=C(N/C(=C/C=C/c1ccccc1)C(=O)N1CCCCC1)c1ccc([N+](=O)[O-])cc1	-3	-1.8	0.1	-1	-4	18*	12	1	14
COc1ccc(OC)c(S(=O)(=O)N(C)CC(=O)O)c1	-5	0.0	-0.1	-4	-3	-2	9	-3	4
C/C=C/Cn1c(Br)nc2c1c(=O)n(C)c(=O)n2C	-2	1.3	0.0	-4	11	-1	-2	-5	5
COc1ccc2c(c1)cc(C(=O)N[C@@H](Cc1ccccc1)C(=O)O)n2C	7	0.6	0.0	-4	4	-5	6	23	-3
O=C(COc1ccc2ccccc2c1)Nc1ccncc1	2	-4.8	0.0	4	-1	-1	0	-23	5
Cc1nc(C(=O)NC2CCCCC2)sc1C1(C)CC(c2cccnc2)=NO1 (stereo not given)	1	2.0	/	-3	4	0	9	2	6
C=CCOc1ccc2ccccc2c1CNn1c(C)n[nH]c1=S	-1	3.0	0.3	1	-14	9	-7	22	-4
CC(O)CNCCCCOc1ccc(OCc2ccccc2)cc1 (stereo not given)	0	0.7	-0.1	2	4	-13	-2	-24	-2
COc1ccc(Nc2nc(-c3ccccc3)c(C(=O)Nc3cccnc3)s2)cc1	3	2.4	0.3	-1	5	1	-6	26	5
O=C(CN1C(=O)/C(=C\c2ccc(F)cc2)Oc2ccccc21)NCc1ccco1	1	-0.8	-0.8	-2	-1	2	12	-4	4
CSc1ncc(C(=O)O)n1-c1ccc(F)cc1	-1	-0.7	0.1	-2	1	2	-3	-21	-4
COc1ccccc1CNC(=O)c1cc(-c2ccccc2)nn1Cc1cc(C)no1	0	4.0	/	-1	5	-1	9	0	-1
O=C(COc1ccc(Cl)cc1)Nc1nnc(C2=COCCO2)o1	-2	3.5	-0.1	14	-2	6	0	10	2
COc1ccc(C(=O)Nc2ccc3c(c2)n(C)c(=O)n3C)cc1OC	-3	2.2	-0.1	0	2	0	-8	0	9
O=C(CSc1nc(=O)n2ccccc2n1)N1CCC(Cc2ccccc2)CC1	-1	-0.4	0.0	-1	10	-1	6	-4	6
NS(=O)(=O)c1ccc(CNC(=O)c2ccc3c(c2)OCO3)cc1	/	/	-0.1	/	9	/	-10	1	/
CC1=NN(c2cccc(C(=O)O)c2)C(=O)/C1=C\C=C\c1ccco1	2	1.4	-0.1	22	-17	-1	-8	-6	39
O=C(COc1nsnc1N1CCOCC1)Nc1ccccc1Cl	-3	1.5	0.1	-1	8	0	-1	4	-10
C=CCNC(=S)N1CCN(S(=O)(=O)c2ccc(C)cc2)CC1	2	0.3	0.5	-2	4	-8	-1	-7	2
O=C(CC(c1ccccc1)c1ccccc1O)NCCN1CCOCC1 (stereo not given)	-1	1.4	-0.1	5	-7	1	-12	-19	-3
COc1cccc(CNC(=O)C2CCN(Cc3cnn(-c4ccccc4)c3-n3cccc3)CC2)c1	0	3.3	0.5	3	-2	1	-1	2	3
COc1ccccc1C(=O)Nc1c(C(=O)N2CCN(C)CC2)oc2ccccc12	-2	0.1	-0.1	1	0	4	-2	-5	0
N/C(=N\c1nc2c(c(=O)[nH]1)CCC2)Nc1cccc(Cl)c1	2	0.5	-0.1	-3	-6	-5	5	-9	-6
CC(Cc1ccccc1)C(=O)NCc1ccncc1 (stereo not given)	-4	-0.7	/	-1	11	3	-6	11	-18
Cc1cc2occ(CC(=O)NNC(=O)c3ccccc3F)c2cc1C	0	-1.3	0.1	3	1	-4	1	13	23
O=C(C(=O)N1CCN(c2ccc([N+](=O)[O-])cc2)CC1)c1cn(CC(=O)N2CCOCC2)c2ccccc12	-4	-0.7	0.4	0	-3	9	-7	14	4
COc1ccc(C(CNC(=O)c2ccc(S(=O)(=O)Nc3ccccc3F)cc2)N(C)C)cc1 (stereo not given)	-2	3.0	0.0	2	4	0	4	0	1
O=S(=O)(c1ccc(C2=CSC3=NCCN23)cc1)N1CCOCC1	-2	2.6	0.0	1	-9	2	-26	-4	-3
CC(=O)NS(=O)(=O)c1ccc(NC(=S)NC(=O)C(C)C)cc1	-1	5.1	0.2	1	-7	2	-6	2	-5
Cn1c(SCC(=O)c2ccc(-c3ccccc3)cc2)nnc1-c1ccco1	6	-0.2	0.0	8	-8	-4	5	3	-16
Cc1ccsc1/C=N/N=C/c1sccc1C	-2	0.3	-0.1	-4	3	5	-2	-4	-4
Cc1ccc2c(c1)c1c(n2C)-c2[nH]ncc2CC1	0	6.8	0.0	-1	-1	3	-2	8	-23
CC(C)n1c(=N)c(C(=O)NCCc2ccccc2)cc2c(=O)n3ccccc3nc21	-1	-1.6	-0.1	6	-8	3	-16	4	1
CCOC(=O)C1CCCN(Cc2ccc(OC)cc2OC)C1 (stereo not given)	-3	1.5	-0.1	0	5	-3	-3	-5	-1
Cc1ccc(C)c(S(=O)(=O)Nc2cc(SCC(=O)O)c(O)c3ccccc23)c1	3	0.7	-0.3	0	-18	-7	-14	48	-18
O=C1Nc2cc(Cl)c(Cl)cc2N(O)N1c1cc(Cl)cc(Cl)c1	4	3.5	0.2	2	0	-1	-4	4	5
CCNC(=S)N/N=C(\C)c1cccc(C(F)(F)F)c1	2	-2.8	0.0	-2	5	4	4	16	3
COc1ccc(CCNC(=O)c2cc(S(=O)(=O)N3CCCC3)cn2C)cc1OC	-1	1.2	-0.2	0	0	-2	7	-5	-2
Cc1cccc(N(C)C(=O)COc2cc(=O)n(C)c3ccccc23)c1	-2	-0.9	-0.1	-3	-4	1	1	2	0
Cc1cc(N2CCCC2=O)cc(C)c1CN1C(=O)c2ccccc2C1=O	0	0.9	0.0	2	-8	-5	-4	-12	-1
CCCCOC(=O)C1=C(C)NC(=O)NC1c1ccccc1 (stereo not given)	-6	0.1	0.0	-1	9	-2	-2	-17	4
CCCCn1c(N)c(N(CC(C)C)C(=O)CSc2n[nH]c(-c3ccc(C)cc3)n2)c(=O)[nH]c1=O	2	-0.5	0.1	1	-16	7	3	107	3
Cc1ccccc1-c1nnn(CC(=O)c2ccc(S(=O)(=O)N3CCCC3)cc2)n1	5	7.3	0.1	6	1	0	-10	13	21

Further compounds:
compound	PP1 inh	PP5 inh	Efflux pump inh	TPT1 inh	procasp3 activ	CTSL1 counter	procasp7 counter	GASC-1 inh	HCV core dimer
CCN(CC)CCCNS(=O)(=O)c1ccc(OC)cc1	-5	2.2	4.4	-3	2	3	1	12	-1
CCN(CC)c1ccc(S(=O)(=O)N2CCOCC2)cc1NC(=O)COC(=O)c1cccnc1SC	0	1.0	0.1	-2	3	4	-2	-4	3
C=CCn1c(Cc2csc(N)n2)nnc1SCC(=O)Nc1ccccc1C(F)(F)F	-6	1.5	0.0	1	14	-3	-4	1	-5
COC(=O)CC1c2cc(OC)c(OC)cc2CC(=O)c2cc(OC)c(OC)cc21 (stereo not given)	1	1.0	0.0	1	14	-4	1	-2	-3
CCOC(=O)c1cc(C)n(-c2ccc(Cl)cc2)c1C	-4	-0.2	-0.2	-4	4	-4	2	-7	1
O=C(NCC(=O)N1CCN(C(=O)c2ccco2)CC1)c1cccc(Cl)c1	-2	-0.9	-0.1	/	1	/	-1	0	/
CCCC(=O)Nc1ccc(NC(=O)c2cccs2)cn1	-2	-0.1	0.0	-4	7	2	6	3	0
Cc1[nH]c2ccccc2c1C(=O)COc1ccccc1F	-1	0.2	0.0	5	2	-1	7	-10	-1
COc1cc(/C=C/c2nc3ccccc3c(=O)[nH]2)cc(Br)c1O	1	-2.1	0.1	50*	-4	4	-8	0	-12
COc1ccc(NC(=O)c2ccc(OCc3c(C)noc3C)c(OC)c2)cn1	-4	-1.2	0.0	-5	-1	2	-1	-6	-3
Cc1ccc(C(=O)N2CCCCC2C(=O)O)o1 (stereo not given)	-2	-0.6	0.1	2	0	-3	-4	-3	-1
CCCc1nc(NCc2ccco2)c(C#N)c2c1COC(C)(C)C2	0	-0.3	0.0	-7	11	-1	7	-1	8
Cn1c(=O)n(C)c2cc(S(=O)(=O)O)ccc21	-2	0.8	-0.1	-1	7	-2	-4	9	8
C/C(=N\NS(=O)(=O)c1ccc(Cl)c([N+](=O)[O-])c1)c1cc2ccccc2o1	0	1.2	-0.3	-4	5	0	-6	8	3
CCOC(=O)CNC(=O)Nc1ccccc1C(=O)OC	-4	0.2	0.0	0	4	0	4	26	-3
CCC(=O)c1ccc(OCC(=O)OCC(=O)Nc2sccc2C(N)=O)cc1	4	1.9	0.0	-1	-1	-8	0	-28	1
c1ccc(CSc2ccc(-c3cccs3)nn2)nc1	-2	1.3	0.0	0	-8	-1	1	-2	4
Cc1ccc(NC(=O)c2ccc(NS(=O)(=O)/C=C/c3ccccc3)cc2)nc1	-1	0.8	-1.4	-2	-7	1	2	-4	5
COc1ccc(-n2cc(CNCC3CCOCC3)c(-c3cccc(F)c3)n2)cc1	1	-2.3	-0.2	-5	7	2	19	0	-10
COc1cccc(CNC(=O)C2CCN(S(=O)(=O)c3cnc[nH]3)CC2)c1	-3	-1.5	0.0	3	11	-6	1	-5	-2

TPT1 inh, hit marks shown above
| SMILES | PP5 inh | Efflux pump inh | TPT1 inh | procasp3 activ | GASC-1 inh | HCV core dimer |
| --- | --- | --- | --- | --- | --- | --- |
| COc1cc(/C=C/c2nc3ccccc3c(=O)[nH]2)cc(Br)c1O | -2.1 | 0.1 | 50* | -4 | 0 | -12 |
